Screens deposited in PubChem by several laboratories.
APP transl inh = APP translation inhibition; SH-SY5Y APP 5'UTR-luciferase reporter, luminescence; inhibition, % at 2 µM; 190,000 tested, 0.82% active; AID 1285;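 active means inhibition above a set limit, derived from the sample mean plus 3 SD, cut at about 45% in these data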; further: values of inactives mirror those of a sister screen read the other way
Hsp70 activator = Hsp70 transcriptional activation, primary screen. 200,000 tested, 0.04% active. HeLa Hsp70 promoter luciferase reporter, luminescence; scaled: vehicle 0, proteasome-inhibitor control 100%. AID 1203. activation, % at 10 µM;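 active means activation above the mean across all tested compounds plus 3 SD, cutoff set per campaign, cut at about 5.5% in these data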;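 further: 100% = MG132 at 30 µM as the positive control and 0% = DMSO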
APP 5'UTR act = activates APP 5'UTR luciferase reporter | SH-SY5Y APP 5'UTR luciferase reporter, luminescence; zero percent = DMSO vehicle wells | activation, % at 2 µM | 190,000 tested, 1% active | AID 1276;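 active means activation above a set limit, based on mean plus 3 SD of controls, cut at about 140% in these data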; further: values of inactives mirror those of a sister screen read the other way
FLuc inhib CS = inhibits firefly luciferase, flagging false hits in luciferase inhibition screens; ATPLite firefly luciferase biochemical luminescence, 10 min; inhibition, % at 10 µM; 200,000 tested, 1.5% active; AID 1006;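 active means inhibition above about 50% when tested at 10 µM, limit read from the data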
Target sequence (P08659 whole entry, looked up): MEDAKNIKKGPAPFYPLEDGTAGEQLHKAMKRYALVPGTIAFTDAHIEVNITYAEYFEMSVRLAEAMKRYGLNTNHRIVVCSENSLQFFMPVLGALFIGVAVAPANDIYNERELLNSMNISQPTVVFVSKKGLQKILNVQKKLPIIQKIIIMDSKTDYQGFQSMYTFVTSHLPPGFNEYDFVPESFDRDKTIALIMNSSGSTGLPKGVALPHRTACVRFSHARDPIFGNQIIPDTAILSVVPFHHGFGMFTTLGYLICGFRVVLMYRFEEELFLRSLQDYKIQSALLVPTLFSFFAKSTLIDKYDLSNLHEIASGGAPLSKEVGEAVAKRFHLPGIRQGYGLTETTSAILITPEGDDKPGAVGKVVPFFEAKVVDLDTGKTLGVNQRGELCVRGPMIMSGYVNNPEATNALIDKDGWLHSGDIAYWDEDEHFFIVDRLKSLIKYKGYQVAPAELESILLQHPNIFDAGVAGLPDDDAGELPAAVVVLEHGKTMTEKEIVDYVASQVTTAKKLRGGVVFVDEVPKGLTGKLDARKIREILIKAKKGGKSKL
G6PDH counter = counter-screen for G6PDH assay hits: L. mesenteroides G6PDH inhibition; Purified L. mesenteroides G6PDH, diaphorase/resazurin coupled fluorescence, 45 min; 200,000 tested, 0.12% active; AID 1020; inhibition, % at 5 µM; in the data active means inhibition above about 50%
HMGR II inh = blocks class II HMG-CoA reductase of Enterococcus faecalis; purified E. faecalis HMGR, NADPH absorbance 340 nm kinetic; inhibition, % at 10 µM; 190,000 tested, 0.41% active; AID 1066;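 active means inhibition above a set limit, the median over all tested compounds plus 3 SD, cut at about 9.5% in these data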;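 further: enzyme runs in reverse so mevalonate oxidation gives rising NADPH absorbance; 0% = complete reaction with DMSO and 100% = background rate lacking mevalonate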
Redox H2O2 prof = compounds producing H2O2 with reducing agent – biochemical, NIH compound library profiling, artefact control for MLSCN library redox annotation, primary screen | DTT-dependent redox cycling H2O2, phenol red/HRP absorbance; 100% = 100 µM peroxide control, 0% = buffer | activation, % at 10 µM | AID 878 | 200,000 tested, 0.03% active;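 active means activation of at least 50% relative to the plate's high and low controls in the primary single-dose screen; inactive means activation below 50%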;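 further: compound incubated with DTT at 0.8 mM final as the reducing agent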
FLuc stim CS = affects firefly luciferase, flagging false hits in luciferase stimulation screens. activation factor at 10 µM. 200,000 tested, under 10 active. P08659. ATPlite luciferase biochemical, luminescence, 10 min; 0 = ATP-free wells, 1 = DMSO control;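 active means luciferase activation factor, scaled between plate controls, of at least 2 with compound at 10 µM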
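Assay system: Luciferase/luciferin reagent mix; Medium: PBS as buffer for the ATP substrate; Dosing: test compounds dosed from 2 mM stocks in 100% DMSO; Times: 10 min, room temperature; Signal: luminescence from luciferase reaction; Read-out: luciferase activation; Controls: No-ATP low control, compound-free enzyme-plus-ATP high control.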
NF-kB neuron act = compounds increasing NF-kB expression in human neuronal cells. NF-kB reporter expression; stronger effect = higher value. fold change at 12.5 µM. 190,000 tested, 1.6% active. AID 1239; in the data active means fold change above about 3.3
STAT1 act = increases IFN-gamma driven STAT1 reporter signal | NIH 3T3 STAT1-luciferase reporter, luminescence; 100% = IFN-gamma alone, no compound | activation (% of control), % at 5.5 µM | 200,000 tested, 2.6% active;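 active means activation above the screen-wide mean activation plus 3 SD, cut at about 130% in these data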;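 further: raw ratio to IFN-gamma control signal so 100% means no change and 0% no light; values of inactives mirror those of a sister screen read the other way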
* marks the source's active call; other numbers are inactive results; / = no result given. Rows were taken by chance; about 5.3% have a hit in one of these screens.

Order of results: Redox H2O2 prof | APP transl inh | HMGR II inh | FLuc inhib CS | G6PDH counter | NF-kB neuron act | FLuc stim CS | STAT1 act | Hsp70 activator | APP 5'UTR act
1	COc1ccc(N2C(=O)/C(=C\c3ccco3)N=C2SCC(=O)N(C(C)C)C(C)C)cc1Cl
    -0.1 | -3 | -3 | -1 | -16 | 1.2 | 1 | 112 | -0.2 | 3
2	COc1cccc(C(NC(=O)c2ccccc2F)NC(=O)c2ccccc2F)c1
    -3.8 | 8 | 0 | -2 | 4 | 1 | 1 | 98 | -0.3 | -8
3	C=CCNC(=S)N/N=C/c1ccc(C)cc1C
    -1.4 | -27 | -8 | 63* | 4 | 1.3 | 0.4 | 99 | -0.4 | 27
4	COC(=O)N/N=C\c1cccc(OC(=O)c2cccs2)c1
    -0.6 | 5 | 0 | -5 | 2 | 1.4 | 1 | 101 | 0.0 | -5
5	Cc1cc2nnc(SCC(=O)N3CCCCCC3)n2c(N)n1
    -0.2 | -3 | -4 | -8 | 9 | 0.83 | 1.1 | 97 | -0.5 | 3
6	CCOCCn1c(CN2CCC(C)CC2)nc2c1c(=O)n(C)c(=O)n2C
    0.3 | -22 | 2 | -3 | 21 | 1.3 | 1 | 96 | 0.5 | 21
7	COc1cc(C)c(NC(=S)Nc2cccc(Cl)c2)cc1OC
    0.8 | -16 | -7 | -4 | -21 | 1.1 | 1 | 96 | -0.4 | 16
8	O=P(O)(CCc1ccccn1)CN1CCCCC1
    1.0 | 6 | 1 | -7 | 1 | 1.2 | 1.1 | 102 | -0.4 | -6
9	CCOC(=O)c1[nH]c(C)c(C(=O)Nc2cccc(Cl)c2C)c1C
    -0.8 | -2 | 3 | -1 | 2 | 1.1 | 1 | 111 | -0.1 | 2
10	Cn1c(=O)c2c(nc(NNC(=O)C(F)(F)F)n2C)n(C)c1=O
    -0.8 | 17 | 0 | -2 | 12 | 0.89 | 1 | 105 | 0.2 | -17
11	O=C(COc1ccc(Br)cc1CNCCc1ccccc1)NCc1ccccc1
    -0.4 | -18 | -2 | -8 | 2 | 0.75 | 1.1 | 100 | -0.1 | 18
12	O=C1COC(c2ccccc2)C2CCCCN12 (configuration not stated)
    -0.2 | 15 | 6 | 2 | -4 | 1 | 1 | 98 | -0.2 | -15
13	COc1ccc(CNC(=O)CCc2c(C)nc3ncnn3c2C)cc1
    -2.8 | -20 | -4 | -2 | 9 | 1.1 | 1 | 99 | -0.2 | 21
14	Cc1nc([N+](=O)[O-])c(Sc2nc3ccc([N+](=O)[O-])cc3[nH]2)n1Cc1ccccc1
    0.1 | -4 | 2 | 0 | 13 | 1.4 | 1 | 94 | -0.3 | 4
15	CN(CCNC(=O)c1cn(C)c2ccc(S(=O)(=O)N3CCCC3)cc2c1=O)CCc1ccccc1
    -0.8 | 1 | 0 | -2 | 6 | 0.78 | 1 | 99 | -0.3 | -1
16	CCNC(=O)c1ccccc1-c1nc(-c2ccccc2Cl)no1
    0.9 | 6 | -6 | 8 | 12 | 1.1 | 0.9 | 104 | 0.0 | -6
17	O=c1c(N2CCOCC2)nsnc1N1CCOCC1
    0.5 | -24 | 3 | 1 | 48 | 1.5 | 1 | 102 | -0.1 | 24
18	Cc1nn(C(=O)c2c([N+](=O)[O-])cnn2C)c(C)c1Cl
    -0.1 | 9 | -8 | -8 | -4 | 0.66 | 1.1 | 105 | -0.1 | -9
19	CCc1c(C)sc(NC(=O)c2cc(CC(C)C)on2)c1C#N
    -0.4 | 4 | -5 | -8 | 12 | 0.79 | 1.1 | 104 | -0.4 | -4
20	Brc1ccc(-c2nnc(-c3ccco3)o2)cc1
    0.0 | -70 | -7 | 19 | 7 | 3 | 0.8 | 155* | 0.1 | 70
21	CCCCNC(=O)Cc1cc(=O)[nH]c(=O)[nH]1
    0.1 | 9 | -3 | -6 | 6 | 1.2 | 1.1 | 100 | 0.0 | -9
22	Cn1nnc2cc(C(=O)NCCC3=CCCCC3)ccc21
    0.0 | -174 | -5 | 14 | 7 | 3.8* | 0.9 | 153* | 0.2 | 174*
23	Cc1cccc(NC(=O)CS(=O)(=O)c2cn(C)c3ccccc23)c1C
    -2.4 | -2 | -2 | -7 | 26 | 1.2 | 1.1 | 114 | 0.0 | 2
24	COc1cc(/C=C(\C#N)c2nc3ccccc3[nH]2)cc(OC)c1O
    -0.4 | -21 | -10 | 10 | 9 | 0.74 | 0.9 | 124 | -0.4 | 21
25	CC(C)CSc1nc2c(=O)[nH][nH]c(=O)c2n1Cc1ccccc1
    0.3 | -22 | 0 | -2 | 6 | 0.89 | 1 | 103 | 0.0 | 22
26	O=C(CC1(C(=O)O)CCCC1)N1CCOCC1
    -0.6 | 8 | -6 | -4 | -2 | 1.2 | 1 | 100 | -0.1 | -8
27	O=C(CSc1nc(O)cc(=O)[nH]1)C1CC1
    5.2 | 2 | 2 | 0 | 9 | 1 | 1 | 106 | -0.1 | -2
28	COC(=O)c1cc(C#N)c(Oc2ccc(F)cc2)nc1C
    1.9 | -5 | 0 | -3 | 0 | 1.4 | 1 | 106 | -0.2 | 5
29	CCNc1nc(NCC)nc(Nn2cnnc2)n1
    -0.1 | -3 | -7 | -10 | -3 | 0.93 | 1.1 | 87 | -0.4 | 3
30	O=C1CCCC(=O)N1c1ccc(N2CCN(c3ccc([N+](=O)[O-])cc3)CC2)c([N+](=O)[O-])c1
    0.5 | 8 | 3 | -6 | -21 | 0.99 | 1.1 | 99 | -0.5 | -8
31	CC(=O)Nc1ccc(CN2CCN(CC(C)C)C(CCO)C2)cc1 (configuration not stated)
    0.5 | -3 | -3 | -7 | 10 | 0.84 | 1.1 | 96 | -0.1 | 3
32	N#C/C(=C/c1ccc(N2CCCCCC2)o1)c1ccc(Cl)cc1
    0.6 | -6 | -2 | -2 | 3 | 3.4* | 1 | 92 | 6.3* | 6
33	COc1ccc(C[C@@H]2CN3C(=NC[C@@H]3C)N2C[C@H](C)NC(=O)c2ccc(C)c(Br)c2)cc1
    -0.1 | 15 | -5 | -8 | 6 | 1.1 | 1.1 | 97 | 0.4 | -15
34	CCCCNC(=O)CS(=O)Cc1nc(-c2cccs2)oc1C (configuration not stated)
    -0.8 | / | -3 | -6 | 2 | 1.6 | 1.1 | 99 | -0.1 | /
35	CSc1nnc(-c2ccc(S(=O)(=O)N3CCOCC3)cc2)n1CC1CCCO1 (configuration not stated)
    0.1 | 7 | 1 | -4 | 2 | 1.1 | 1 | 107 | 0.2 | -7
36	NC(=O)Cc1ccc(C(=O)c2ccc(Cl)cc2Cl)s1
    -0.9 | -7 | 4 | -2 | 11 | 1.1 | 1 | 109 | -0.1 | 7
37	O=C(COc1ccccc1)N1CCN(C(=O)c2cccs2)CC1
    0.1 | 0 | 3 | -12 | 12 | 0.86 | 1.1 | 95 | -0.3 | 0
38	FC(F)Sc1ccc(NC(=S)NC2CCCCC2)cc1
    0.1 | -30 | 0 | 5 | 3 | 1.9 | 1 | 108 | 0.0 | 30
39	COC(=O)c1ccc(C(=O)OC)c(NC(=O)CS(=O)(=O)Cc2ccccc2)c1
    1.5 | -4 | 1 | -1 | 0 | 1.1 | 1 | 99 | 0.1 | 4
40	COc1ccc(C(=O)CN2C3=NCCCN3c3ccccc32)cc1OC
    0.1 | 8 | -3 | -5 | -9 | 0.94 | 1.1 | 100 | -0.4 | -8
41	CCCCOc1ccc(C(=O)CCN2CCOCC2)cc1
    -0.9 | 0 | -4 | 1 | -4 | 1 | 1 | 89 | -0.4 | 0
42	CCOc1ccc(-c2ccc(SCC(=O)Nc3nnc(CC)s3)nn2)cc1
    -1.2 | -115 | 1 | 65* | -4 | 2.8 | 0.3 | 113 | 0.0 | 115
43	Cc1noc(C)c1COc1cccc(C(=O)Nc2ccccc2N2CCOCC2)c1
    -0.5 | 0 | 0 | -6 | -5 | 0.76 | 1.1 | 99 | -0.3 | 0
44	CC(C)Cn1c(N)c(C=O)c(=O)[nH]c1=O
    -2.0 | -10 | -9 | -4 | 0 | 1.2 | 1 | 93 | 0.2 | 10
45	COc1ccc(Cc2nnc(NS(=O)(=O)c3ccc(Cl)cc3)s2)cc1OC
    -0.5 | -9 | 9 | -1 | 7 | 1 | 1 | 98 | -0.3 | 9
46	C=CCC1(C#N)C(SC)=NC2=C(C(=O)CC(C)(C)C2)C1c1ccc(Br)cc1 (configuration not stated)
    0.5 | 7 | -9 | -4 | -1 | 0.56 | 1 | 95 | -0.2 | -7
47	Cc1cc(NC(=O)C(C)C)ncc1NC(=O)CCc1ccccc1
    1.0 | -10 | 0 | / | / | 0.97 | / | 98 | -0.4 | 10
48	COc1ccc(C(N)=S)c(OC)c1
    0.1 | -31 | -9 | -10 | 1 | 1.1 | 1.1 | 89 | -0.2 | 31
49	Oc1cccc2ccc[n+](CC(O)Cn3c4ccccc4c4ccccc43)c12 (configuration not stated)
    0.4 | 10 | -6 | 0 | -4 | 0.67 | 1 | 99 | -0.2 | -10
50	Cn1c(=O)c2c(nc(NCc3ccco3)n2C)n(C)c1=O
    1.0 | -19 | 0 | -3 | 0 | 1.1 | 1 | 97 | 0.0 | 19
51	CCN(CC)S(=O)(=O)c1ccc(C(=O)Nc2ccc(Cc3ccncc3)cc2)cc1
    -0.8 | 9 | -3 | -5 | -2 | 0.71 | 1.1 | 78 | -0.3 | -9
52	CCN(CC)C(=O)c1nn(-c2ccccc2)c2c1C1CCC2(C)C1(C)C (configuration not stated)
    -4.2 | -6 | -4 | 1 | -7 | 1.1 | 1 | 100 | -0.1 | 6
53	CC(NC(=O)c1cnc2n(c1=O)CCS2)c1ccccc1 (configuration not stated)
    -5.2 | -14 | -6 | -11 | 5 | 0.88 | 1.1 | 98 | -0.3 | 14
54	CCOC(=O)c1sc2nc(CSc3ccccc3Cl)[nH]c(=O)c2c1C
    -0.1 | -11 | -2 | 4 | 11 | 1.3 | 1 | 91 | 0.0 | 11
55	O=C(NCCCN1CCOCC1)c1ccc(Cl)cc1[N+](=O)[O-]
    -0.1 | -2 | -5 | -6 | 6 | 1.2 | 1.1 | 107 | -0.5 | 2
56	COc1ccc(NS(=O)(=O)c2c(C)cc(C)cc2C)cc1
    0.3 | -5 | 0 | 3 | 7 | 0.79 | 1 | 98 | -0.7 | 5
57	COc1cccc(-c2cc(C(=O)Nc3cnn(Cc4ccccc4C)c3)no2)c1
    2.4 | 4 | 1 | -2 | 0 | 1.2 | 1 | 98 | -0.3 | -4
58	O=c1c2cc(Br)ccc2nc(-c2ccc([N+](=O)[O-])cc2)n1O
    -0.2 | -6 | -4 | -5 | 9 | 0.7 | 1.1 | 110 | 0.1 | 6
59	O=P(O)(COc1ccccc1)COc1ccccc1
    0.7 | -6 | 2 | -9 | 10 | 1 | 1.1 | 103 | -0.1 | 7
60	Cc1ccc(F)c(NC=C2C(=O)OC(C)(C)OC2=O)c1
    0.5 | -27 | -1 | 0 | 15 | 0.96 | 1 | 101 | -0.2 | 58
